human PMI inhibitors = human PMI inhibitors, high substrate, primary screen, biochemical, fluorescence intensity, high mannose 6-phosphate (AID 1220) | one-dose inhibition, % at 20 µM; IC50 in µM for titrated hits | recombinant PMI enzyme, coupled fluorescence intensity; higher % means a stronger effect | 190,000 compounds, 0.66% hits
bCat nuc transl = beta-catenin nuclear translocation modulation; HeLa beta-catenin nuclear translocation, immunofluorescence imaging; nuclear translocation activity, % at 5 µM; 190,000 compounds, 0.3% hits; AID 1665;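 active means nuclear translocation activity above 50% at 5 µM, with a well cell count of 50 or more; inconclusive means wells under 50 cells across six images, flagged as toxic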;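 further: per-cell ratio of nuclear to cytoplasmic median beta-catenin stain intensity; plate controls were DMSO negative control for no effect and GSK-3 inhibitor IX positive control for full effect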
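System: HeLa cells, endogenous beta-catenin; compound dosing: 5 µM primary single dose, 0.1% DMSO, 0.02–20 µM confirmation series; incubation: 24 h compound exposure at 37°C, 5% CO2; signal: beta-catenin immunofluorescence imaging with DAPI; evaluation: % activation, nuclear-to-cytoplasmic median beta-catenin signal ratio per cell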
Ins promoter up = MIN6 insulin promoter up-regulation. MIN6 insulin promoter-GFP reporter, high-content imaging; stronger effect = higher value. z-score at 5 µM. 190,000 compounds, 0.3% hits. AID 1625;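 active means z-score above 3 at 5 µM with at least 500 cells counted in the well; inconclusive means wells under 500 cells, flagged as cytotoxic or low count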
Autophagy HCS = alters autophagy in cells; MEF GFP-LC3 puncta imaging; test concentration mostly 10 µM; 190,000 compounds, 0.98% hits; calls only at 10 µM (by protocol);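 active means percentage of spot-positive cells more than 3 SD above its plate mean, without a fluorescence outlier flag or 80% toxicity; inconclusive means no clear call, values can overlap the other calls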;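 further: spot-positive cell cutoff set from DMSO-treated cells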
T cell HTS = modulates CD8 T cell binding to vesicles | calls only at 7 µM | 330,000 compounds, 0.068% hits | 2C CD8+ T cell-vesicle binding, flow cytometry; stronger effect = lower value;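 active means response, share of CD8 T cells binding vesicles, and their 90th percentile fluorescence all below set limits, cut at about 80% in these data, passing the limit was not always enough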
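material = purified 2C TCR transgenic mouse naive CD8+ T cells | controls = Unloaded micro-vesicles (low), QL9 vesicles with 0.7% DMSO (high) | detection = cytometric PE anti-B7-1 and Alexa647 anti-CD8 signals after 1% paraformaldehyde fixation | incubation = binding step 1.5 h, 37 °C, antibody labelling 20 min, ice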
Lipid droplet = hepatic lipid droplet formation modulation. 240,000 compounds, 0.4% hits. inhibition, % at 6.5 µM. AML12 mouse hepatocytes, oleate lipid droplets, BODIPY imaging;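 active means lipid droplet intensity inhibited by at least 50%, with more than 500 cells counted; inconclusive means wells with under 300 cells, treated as cytotoxic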
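material = mouse AML12 hepatocyte cell line, fixed after treatment | also added = 100 µM oleic acid challenge | doses = compound at 6.5 µM only | schedule = overnight exposure | technique = Image-based BODIPY and DAPI two-channel analysis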
PMI inhibitors = MPI enzyme activity inhibition – biochemical, fluorescence intensity, coupled assay, primary screen (AID 1209); 190,000 compounds, 0.42% hits; purified PMI enzyme, coupled fluorescence intensity; higher % means a stronger effect; inhibition, % at 20 µM, or IC50 in µM where a hit was titrated;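 further: plate controls were DMSO vehicle for no effect and wells lacking substrate for full effect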
MT stabilize HCS = microtubule stabilization, imaging screen; HeLa tubulin immunostaining HCS, 24 h; share of cells brighter than vehicle mean+2SD; % tubulin-high responders, % at 10 µM; 200,000 compounds, 0.83% hits; AID 2205;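 active means plate Z-score above 3 for both tubulin-high and condensed-nucleus cell shares, with cell loss under 80%, at 10 µM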;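 further: anti alpha tubulin signal scored within the nucleus-defined area of each cell; some results filed as inactive read as strong as hits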
TNAP activation fold = human TNAP enzyme activators, primary screen, biochemical, luminescent, no phosphate acceptor, uHTS (AID 1001). purified TNAP, luminescent activation assay, no phosphate acceptor; higher activation fold means a stronger effect. activation fold at 20 µM; hits with a dose series show EC50 in µM. 200,000 compounds, 0.03% hits; in the data active means activation fold from about 3, or a potency from the dose series; inactive means the rest, 99 in 100 with activation fold below about 1.6; further: many of its hits are not listed in these tables
Ins promoter up cell count = recorded beside Ins promoter up, whose call it bears; cell count; measured here: cytotoxicity, nuclei count;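 total cells summed across four imaged fields per well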
Lipid droplet cells 6.5 µM = recorded beside Lipid droplet, whose call it bears; cell count; measured here: cell count, cytotoxicity flag;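 cells counted across two imaged fields per well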
bCat nuc transl cell count 5 µM = second read-out of bCat nuc transl, no call of its own (marks repeat the call); cell count; measured here: cell count, cytotoxicity flag
T cell HTS vesicle-bound % = further read-out of T cell HTS, marked with its call; double positive events, %; measured here: CD8+ vesicle-bound cell fraction;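 binding gate set so that unloaded-vesicle control wells show 10% double positive cells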
MT stabilize HCS Hoechst-high % = further read-out of MT stabilize HCS, marked with its call; % Hoechst-high responders; measured here: nuclear condensation Hoechst responders;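 share of cells brighter than vehicle mean plus two SD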
MT stabilize HCS cytotoxicity % = recorded beside MT stabilize HCS, whose call it bears; toxicity, %; measured here: cytotoxicity by cell density;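 0% = mean cell density of plate MIN control wells and 100% = no cells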
Autophagy HCS cell loss 18 h = also measured in Autophagy HCS; calls as there; toxicity, %; measured here: cell loss, nuclei count;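 cell loss after 18 h compound exposure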
Numbers without * were called inactive; i = inactive; ? = inconclusive; . = no result given. Unless noted, no stated cut-off is given here; in the data, active means inhibition above about 50%; inactive means the rest. Rows are unselected; any-hit rate near 2.9%.

SMILES	human PMI inhibitors	bCat nuc transl	bCat nuc transl cell count 5 µM	Ins promoter up	Ins promoter up cell count	Autophagy HCS	Autophagy HCS cell loss 18 h	T cell HTS	T cell HTS vesicle-bound %	Lipid droplet	Lipid droplet cells 6.5 µM	PMI inhibitors	MT stabilize HCS	MT stabilize HCS Hoechst-high %	MT stabilize HCS cytotoxicity %	TNAP activation fold
O=C(c1ccccc1)c1cc([N+](=O)[O-])ccc1N1CCOCC1	-7%	178*	172*	-0.61	936	i	37	i	4	?	.	8%	10	41	53	1
COc1cccc(-c2nc(-c3ccc(NC(=O)c4cccnc4)cc3)no2)c1	-1%	-1.7	980	-0.27	966	i	-9	i	33	.	.	-3%	2.1	2.2	9.3	1.1
C=CCn1c(=O)c2ccccc2n2c(SCC(=O)Nc3cc(C)on3)nnc12	10%	.	.	-1.2	1138	i	-6	i	17	-8	723	14%	2.7	2.1	1.3	1.1
CC(=O)c1nn(-c2cccc(Br)c2)cc1C(=O)c1ccc2ccccc2c1	-7%	-1.9	1175	-0.13	1206	i	12	i	26	2	749	4%	6.0	2.9	3.1	1.1
COc1cccc(-n2nnnc2SCC(=O)NCc2ccc3c(c2)OCO3)c1	13%	-0.9	1476	0.3	1370	i	1	i	9	.	.	12%	2.3	2.0	4.8	1
CSc1ccc(/C=N/Nc2nc(C)cc(C)n2)cc1	-1%	-0.6	1181	-0.81	1258	i	2	i	29	2	702	-3%	0.1	2.5	3.2	1.2
COc1ccc(OC)c(-n2c(SCC(C)=O)nnc2-c2cccc(S(=O)(=O)N(C)C)c2)c1	2%	-1.6	1169	-0.42	1080	i	5	i	22	.	.	-9%	2.2	1.6	3.3	0.9
N#Cc1c(C(F)(F)F)cc(-c2ccccc2)[nH]c1=O	12%	.	.	.	.	i	-2	i	12	.	.	13%	0.9	2.0	9.4	1.1
Cc1ccccc1-c1nnc2c3ccccc3c(C)nn12	1%	-2.2	1145	-0.3	1071	i	1	i	33	-5	728	-1%	1.8	1.5	8.0	1.1
Cn1cnc([N+](=O)[O-])c1Sc1nnc(-c2cccnc2)n1C	.	-2.7	1142	0.15	1406	.	.	i	23	17	725	.	.	.	.	.
O=C(Cc1ccccc1)Nc1ccc(N2CCOCC2)cc1N1CCOCC1	9%	-1.1	1068	0.01	1730	i	-2	i	14	0	688	10%	1.8	1.1	12	1
COc1ccc(/C=N/Nc2ncc(-c3ccccc3)cn2)c(OC)c1	8%	-2.2	1213	.	.	i	-1	i	22	-6	725	2%	2.4	2.3	2.1	1.1
C=CCNS(=O)(=O)c1nc(C)c(Cl)c(C)c1C#N	15%	.	.	0.56	1249	i	-16	i	48	-6	776	19%	3.2	2.6	8.7	1.1
CSc1nc2ccc(NC(=O)c3ccc(F)c(F)c3)cc2s1	7%	-2.9	1144	-0.87	1337	i	2	i	36	-2	672	6%	1.8	2.1	7.5	1
COc1ccc(/C(C)=N/OCC(=O)Nc2nc3ccccc3s2)cc1OC	16%	-2.0	531	-0.07	1184	i	-8	i	45	1	693	10%	4.5	1.9	7.0	1.1
Cc1ccc2nc(CCc3nc4ccc(C)cc4o3)oc2c1	2%	-0.2	776	1.7	1003	i	9	i	14	.	.	1%	4.2	4.1	4.4	1.1
CCCc1nn2c(=O)c(C(c3cccc(Cl)c3)c3c(O)nc4sc(CCC)nn4c3=O)c(O)nc2s1	3%	-1.7	1349	1.4	1481	i	31	i	37	.	.	6%	1.9	1.3	13	1.1
COc1ccc(-n2c(=O)cc(N3CCOCC3)[nH]c2=O)cc1	6%	-3.5	696	0.67	1407	i	1	i	42	.	.	-7%	2.8	2.2	7.4	1.1
CCN(CC)CC(=O)Nc1ccc(/C(C)=N/NC2=NCCN2)cc1	-12%	-1.0	1180	-1.2	1401	i	-4	i	56	19	669	-7%	2.3	3.3	3.3	1.1
CC1=C(C(=O)OC2CCCCCCC2)C(c2cc3c(cc2Br)OCO3)CC(=O)N1 (stereo not given)	19%	-6.7	1076	-0.01	855	i	3	i	35	2	797	27%	2.9	1.7	3.3	1
Cc1ccc(C(=O)Nc2ccccc2C(=O)O)cc1S(=O)(=O)NCc1ccccc1	.	-1.0	1552	0.25	1166	i	-5	i	34	-4	698	.	2.5	2.1	6.0	1
O=C(NC1C2CC3CC(C2)CC1C3)c1ccc(N2CCNCC2)c([N+](=O)[O-])c1 (stereo not given)	.	-1.0	1215	-0.2	1257	.	.	i	41	-9	720	.	.	.	.	.
Cc1cc(N)n(-c2ccc(S(=O)(=O)c3ccc(C(C)C)cc3)cc2)n1	17%	-1.3	1027	-0.15	1238	i	6	i	52	8	699	14%	4.2	2.0	10	1.1
CC(=O)N1CCN(S(=O)(=O)c2ccc(S(=O)(=O)NCC(C)C)cc2)CC1	6%	1.2	1108	-0.46	1255	i	-2	i	60	1	578	4%	2.9	2.1	9.9	1.1
O=C(C(=O)N1CCc2ccccc2C1)c1cn(CC(=O)N2CCCCC2)c2ccccc12	4%	-1.5	1167	-0.07	1462	i	6	i	22	10	630	4%	4.2	3.7	9.4	1
Cc1nc(=O)c(-c2ccccc2)c(C)n1-c1cccc(C(=O)O)c1	0%	1.4	1148	0.43	1124	i	-13	i	41	.	.	0%	2.2	1.7	9.9	1.1
CCC(CC)c1nnc(NC(=O)c2ccc3ccccc3n2)s1	13%	1.1	1400	-0.03	1312	i	2	i	59	.	.	10%	4.0	1.6	1.3	1.1
C[N+]1(C)CC2=Cc3ccccc3CC2C1 (stereo not given)	8%	2.5	957	0.15	1587	i	-3	i	23	-20	644	2%	2.4	1.6	8.7	1
CN1CCN(c2ccc(S(=O)(=O)Nc3ccccc3)cc2[N+](=O)[O-])CC1	10%	-0.4	1024	0.08	1261	i	2	i	29	-17	621	19%	3.1	2.2	0.7	0.9
NC(=O)c1ccc(NC(=O)CN2CCN(c3ccc(Cl)cc3)CC2)cc1	-2%	-3.6	1066	0.66	1576	i	-5	i	63	-11	697	-5%	3.9	2.5	0.7	1.1
CC(C)NC(=O)c1ccc(-c2cc(C(F)(F)F)ccc2Cl)o1	-4%	-6.4	1329	-0.02	1042	i	32	i	9	9	796	-3%	2.2	1.1	5.7	1.1
COc1cccc(CC(NC(C)=O)C(=O)NC2CCN(c3nc(C)cc(C)c3C#N)CC2)c1 (stereo not given)	-6%	-3.9	1221	-0.61	1232	i	2	i	25	-4	731	1%	1.7	2.0	5.7	1.1
Cc1nnc2n(c1=O)C(CS(=O)(=O)c1ccccc1)CS2 (stereo not given)	-4%	3.8	1194	-0.36	1095	i	0	i	25	.	.	-4%	4.8	4.3	6.7	1.1
COC(=O)c1ccc(Oc2nc(Nc3ccccc3)nc(N(C)C)n2)cc1	8%	0.2	1018	-0.12	1318	i	2	i	30	4	749	15%	3.0	1.1	3.9	1
CC(C)(C)c1ccc(C(=O)N2CCC(C(=O)NCc3ccco3)CC2)cc1	-17%	0.2	1141	.	.	i	2	i	30	-8	664	-18%	2.2	2.3	5.0	1
O=C1N=C(N2CCOCC2)S/C1=C\c1ccc(OS(=O)(=O)c2ccccc2)cc1	6%	0.5	1019	.	.	i	-2	i	23	-5	698	12%	3.1	1.4	1.0	1
COC(=O)/C(=N/Nc1ccc(C)cc1)N1CCCc2ccccc21	-20%	-2.7	1098	-2.3	1277	i	3	i	29	17	622	-26%	3.0	3.1	5.3	1.1
NNC(=O)c1cc2cc(OC(F)(F)F)ccc2[nH]1	.	0.8	1342	-0.54	1069	.	.	i	33	-3	576	.	.	.	.	.
CCOC(=O)CNC(=O)CSc1nnc(C)c(=O)[nH]1	12%	6.4	464	-0.09	1196	i	-7	i	43	1	582	2%	2.7	2.3	2.4	1.1
Cc1cc(C)nc(NS(=O)(=O)c2ccc(NC(=S)NC(=O)C3CCCC3)cc2)n1	-8%	.	.	.	.	i	-2	i	10	14	800	0%	1.7	1.4	5.2	1.1
Cc1ccccc1NC(=O)NC1CCCCC1C (stereo not given)	0%	-1.5	1199	-0.89	1474	i	1	i	62	5	661	0%	1.6	1.2	3.6	1.1
Cc1ccc(Nc2nc(Oc3ccc(OCc4ccccc4)nn3)nc(N3CCOCC3)n2)cc1	12%	-2.3	1206	-2	1105	i	-14	i	30	22	591	16%	3.1	1.4	8.4	1.1
CCOC(=O)C(=N/O)/C(C)=N/NC(=O)C(=O)Nc1cc(Cl)ccc1Cl	.	-1.6	1331	-0.08	1013	.	.	i	32	18	747	.	.	.	.	.
Cc1ccc(CC(=O)Nc2ccc(F)c([N+](=O)[O-])c2)cc1	-9%	-1.8	897	-0.4	1248	i	0	i	29	-2	618	10%	2.6	3.7	3.2	1.2
c1ccc2cc(CNCc3cccc4ccccc34)ccc2c1	.	-0.1	1272	-0.48	1012	.	.	i	44	8	749	.	.	.	.	.
CC1CCN(C(=S)NC2CCCCC2)CC1	11%	-1.0	1126	0.81	1941	i	6	i	4	-5	717	8%	1.4	1.4	2.8	1.1
N#C/C(=C\c1cccnc1)C(=O)Nc1cccc(Cl)c1	-6%	-0.5	973	0.92	1522	i	-10	i	22	3	681	-10%	3.6	4.4	5.9	1.2

Structures above containing bromine (two):
SMILES	human PMI inhibitors	bCat nuc transl	bCat nuc transl cell count 5 µM	Ins promoter up	Ins promoter up cell count	Autophagy HCS	Autophagy HCS cell loss 18 h	T cell HTS	T cell HTS vesicle-bound %	Lipid droplet	Lipid droplet cells 6.5 µM	PMI inhibitors	MT stabilize HCS	MT stabilize HCS Hoechst-high %	MT stabilize HCS cytotoxicity %	TNAP activation fold
CC(=O)c1nn(-c2cccc(Br)c2)cc1C(=O)c1ccc2ccccc2c1	-7%	-1.9	1175	-0.13	1206	i	12	i	26	2	749	4%	6.0	2.9	3.1	1.1
CC1=C(C(=O)OC2CCCCCCC2)C(c2cc3c(cc2Br)OCO3)CC(=O)N1 (stereo not given)	19%	-6.7	1076	-0.01	855	i	3	i	35	2	797	27%	2.9	1.7	3.3	1

Compound activity from PubChem.
